Bioassay records (PubChem BioAssay)
GLA spleen mod – qHTS Assay for Inhibitors and Activators of Human alpha-Galactosidase From Spleen Homogenate. Alpha-galactosidase A (Homo sapiens), P06280. human spleen homogenate, 4MU-alpha-Gal fluorescence, 40 min. Potency, µM (series often up to 80 µM), for the others: top-dose activity change, negative = inhibition, hits mostly inhibitors. hit rate 0.008% among 240,000. AID 2107, 2009;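 also: 0% = enzyme with vehicle and -100% = no enzyme basal signal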
Target sequence (P06280 32-429 limits assumed): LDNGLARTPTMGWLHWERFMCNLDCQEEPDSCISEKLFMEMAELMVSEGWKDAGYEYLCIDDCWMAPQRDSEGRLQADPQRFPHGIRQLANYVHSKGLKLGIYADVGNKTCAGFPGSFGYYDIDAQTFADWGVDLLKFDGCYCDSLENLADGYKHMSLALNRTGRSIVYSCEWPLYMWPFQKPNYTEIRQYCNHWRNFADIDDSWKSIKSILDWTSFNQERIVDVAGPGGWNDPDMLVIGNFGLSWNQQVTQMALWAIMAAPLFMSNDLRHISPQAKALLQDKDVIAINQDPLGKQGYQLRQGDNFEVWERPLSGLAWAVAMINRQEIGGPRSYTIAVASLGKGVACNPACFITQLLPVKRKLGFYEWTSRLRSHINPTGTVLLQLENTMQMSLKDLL
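Fluorogenic readout (Ex 365/Em 440 nm) of 4-methylumbelliferone released from 1 mM 4-MU-alpha-galactoside by spleen homogenate, 40 min at 37C, pH 5.0. Data normalized to no-enzyme and enzyme controls; Hill-equation AC50 from compound titrations.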
RGS12 GoLoco inh – qHTS Assay for Inhibitors of RGS12 GoLoco Motif Activity (Red Fluorophore) | Guanine nucleotide-binding protein G(i) subunit alpha-1 (Homo sapiens), P63096 | Gai1:RGS12 GoLoco peptide FP, rhodamine, 10 min | Potency, µM (highest dose often 61.6 µM), without a hit: top-dose activity, negative = inhibition, hits mostly inhibitors | hit rate 0.44% among 230,000; active = well fitted inhibition curve with a large enough effect, not every such curve was filed as active; inactive = no such curve, though single readings can be large or run the other way; also: % is scaled to controls: 0 for no effect and ±100 for the full control effect; nearly all actives have a fitted effect of over 30% in size; many of its hits are not listed in these tables
Target sequence (P63096 whole entry, looked up): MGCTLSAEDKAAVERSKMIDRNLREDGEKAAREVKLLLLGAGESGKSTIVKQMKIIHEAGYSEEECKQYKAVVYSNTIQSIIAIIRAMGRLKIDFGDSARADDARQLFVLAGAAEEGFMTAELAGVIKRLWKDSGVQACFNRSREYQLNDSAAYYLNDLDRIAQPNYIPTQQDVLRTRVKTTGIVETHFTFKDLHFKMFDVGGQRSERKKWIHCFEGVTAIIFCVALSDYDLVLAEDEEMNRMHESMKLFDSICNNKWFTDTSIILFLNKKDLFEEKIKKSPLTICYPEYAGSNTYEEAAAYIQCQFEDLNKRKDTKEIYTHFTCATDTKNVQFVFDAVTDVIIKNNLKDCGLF
GAA glycogen – qHTS Assay for Inhibitors and Activators of Human alpha-Glucosidase Cleavage of Glycogen; recombinant GAA, glycogen substrate, Amplex Red glucose oxidase fluorescence; Lysosomal alpha-glucosidase (Homo sapiens), P10253; AID 2100, 2009; Potency, µM (highest dose often 76.4 µM), for the others: at the highest dose activity change, negative = inhibition, hits mostly inhibitors; hit rate 0.38% among 300,000;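 also: 0% = full enzyme reaction and -100% = no-enzyme basal signal; the screen sought inhibitors and activators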
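Natural-substrate format: glycogen cleavage by 4 nM human enzyme, glucose read by Amplex Red coupling (Ex 573, Em 610 nm). Normalized to enzyme and no-enzyme controls.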
SMN2 splice up – qHTS Assay for Enhancers of SMN2 Splice Variant Expression | hit rate 2.8% among 210,000 | HEK293 SMN2-luciferase splicing reporter, luminescence, 30-36 h | Potency, µM (titrated, usually from 46.1 µM), for the others: top-dose activity change, positive = activation, most hits filed as activators; also: % of control where 0% means no effect; nearly all actives have a fitted effect of over 55% in size
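HEK293 cells carry an SMN2 […]–luciferase reporter in which exon 7 inclusion puts luciferase in frame. Cells were plated 10-12 h before compound addition, then incubated 30-36 h at 37C. ONE-Glo luminescence was read; sodium butyrate at 4.5 mM final served as control.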
GAA inh – qHTS Assay for Inhibitors of Human alpha-Glucosidase as a Potential Chaperone Treatment of Pompe Disease. Lysosomal alpha-glucosidase (Homo sapiens), P10253. purified human GAA, 4-MU-alpha-glucoside fluorescence. Potency, µM (titrated, usually from 76.9 µM), for inactives: at the top dose activity change, negative = inhibition, usual class: inhibitors. hit rate 0.005% among 200,000. AID 1466, 2008;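 also: plate controls were uninhibited enzyme wells for no effect and no-enzyme background for full effect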
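Endpoint fluorogenic read: 20 min room-temperature reaction of 4 nM human alpha-glucosidase with 400 uM 4-methylumbelliferyl-alpha-D-pyranoside, pH 5.0, quenched with 1M NaOH/1M glycine pH 10. AC50 from Hill modeling.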
KDM4E inh – qHTS Assay for Inhibitors of Human Jumonji Domain Containing 2E (JMJD2E); Lysine-specific demethylase 4E (Homo sapiens), B2RXH2; JMJD2E catalytic domain, FDH-coupled NADH fluorescence (FDH is formaldehyde dehydrogenase); Potency, µM (top dose mostly 57.1 µM), inactives show top-dose activity change, negative = inhibition, hits mostly inhibitors; hit rate 1.6% among 230,000; active = well fitted inhibition curve with a large enough effect, not every such curve was filed as active; inconclusive = small, poorly fitted or top-dose-only effect, or another doubt; inactive = no such curve, though single readings can be large or run the other way;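 also: 0% = wells with enzyme and -100% = buffer wells without enzyme; nearly all actives have a fitted effect of over 50% in size; many of its hits are not listed in these tables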
Target sequence (B2RXH2 1-337 limits assumed): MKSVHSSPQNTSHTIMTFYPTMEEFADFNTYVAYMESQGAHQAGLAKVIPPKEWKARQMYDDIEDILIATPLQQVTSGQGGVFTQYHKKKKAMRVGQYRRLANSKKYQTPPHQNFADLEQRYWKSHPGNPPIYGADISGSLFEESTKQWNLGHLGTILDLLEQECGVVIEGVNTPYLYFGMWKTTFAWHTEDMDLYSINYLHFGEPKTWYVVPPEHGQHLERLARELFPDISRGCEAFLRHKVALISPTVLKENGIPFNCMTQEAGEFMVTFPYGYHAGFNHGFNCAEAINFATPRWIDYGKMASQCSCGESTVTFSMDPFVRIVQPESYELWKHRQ
aGlu spleen mod – qHTS Assay for Inhibitors and Activators of Human alpha-Glucosidase From Spleen Homogenate. AID 2112, 2009. Potency, µM (series often up to 79.9 µM), for the others: at the top dose activity change, negative = inhibition, actives largely listed as inhibitors. human spleen homogenate, 4-MU-alpha-glucoside fluorescence. hit rate 0.006% among 240,000;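 also: 0% = enzyme with vehicle and -100% = no enzyme basal signal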
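Enzyme source: human spleen homogenate, 1 ug/well. Buffer 50 mM citric acid/K phosphate pH 5.0, 0.01% Tween-20. 4-MU-alpha-glucoside 1 mM; 37 C x 40 min; NaOH/glycine stop; fluorescence.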
ALDH1A1 block – qHTS Assay for Inhibitors of Aldehyde Dehydrogenase 1 (ALDH1A1) | Purified ALDH1A1, NADH fluorescence, propionaldehyde substrate | AID 1030, 2008 | hit rate 7.3% among 220,000 | Potency, µM (series often up to 75.3 µM), inactives show at the highest dose activity, negative = inhibition, actives largely listed as inhibitors | Aldehyde dehydrogenase 1A1 (Homo sapiens), P00352; active = well fitted inhibition curve with a large enough effect, not every such curve was filed as active; inconclusive = small, poorly fitted or top-dose-only effect, or another doubt; inactive = no such curve, though single readings can be large or run the other way;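 also: plate controls were no enzyme wells and a reference inhibitor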
* marks the source's active call; other numbers are inactive results; ? = inconclusive; . = no result given; [ ] = another dose, or the depositor's remark. Unless noted, calls follow the shape of the dose curve; as a rule, active = well fitted curve in the direction sought with a large enough effect; inconclusive = small, poorly fitted or top-dose-only effect, or another doubt; inactive = no such curve, though single readings can be large; an effect the other way counts as inactive or inconclusive. Potency is read from the fitted curve at half-maximal effect. This is a subset; rates above refer to the full screens.

SMILES	GLA spleen mod	RGS12 GoLoco inh	GAA glycogen	SMN2 splice up	GAA inh	KDM4E inh	aGlu spleen mod	ALDH1A1 block
CCCCC(=O)OCC(=O)c1[nH]c(C)c(C(C)=O)c1C	-1%	5%	-5%	6%	-10%	-3%	-7%	10%
O=C(NCc1ccncc1)c1cc(C(=O)C2CCCCC2)c[nH]1	1%	7%	2%	-21%	0%	-2%	3%	?
CN(Cc1cn(-c2ccccc2)nc1-c1ccc(Cl)cc1)C(=O)CCC(=O)O	-19%	-5%	3%	6%	-2%	?	9%	-9%
COc1cccc(Nc2nc3ccccc3n3cnnc23)c1	-8%	6%	7%	-12%	-8%[15.4 µM]	-1%	-7%	1%
S=c1[nH]nc(-c2ccccn2)n1/N=C/c1ccccc1	9%	16%	-3%	23%	-1%	?	1%	-15%
COc1cccc(Cn2c(=O)c(-c3cc(F)cc(F)c3)nc3cnc(N4CCN(C)CC4)nc32)c1	-5%	4%	.	.	.	.	0%	?
O=C(Nc1ccc2c(c1)CCC2)c1cccc(F)c1	2%	0%	-7%	11µM*	3%	5%	1%	3%
CC(=O)CSc1nnc(-c2cnccn2)n1-c1ccccc1	8%	1%	3%	0%	-3%	5%	13%	-15%
CC(C)=CCCC1(C)C=Cc2c(c(C)cc3c2[nH]c2ccccc23)O1 (stereo unspecified)	4%	1%	.	-9%	.	4%	6%	10%
O=C(NN1C(=O)c2ccccc2NC1c1ccc([N+](=O)[O-])o1)c1ccc([N+](=O)[O-])cc1 (stereo unspecified)	4%	51%[activator]	-5%	-7%	-14%	-8%	6%	?
Cc1cc(Nc2ccc(O)cc2)ccc1N	12%	28µM*	.	-2%	.	.	3%	3.2µM*
CCn1ncc(/C=C/C(=O)Nc2c(C)nn(CC)c2C)c1C	5%	8%	-4%	14%	-4%	5%	3%	-6%
CC1CN(C(=S)SCCN2C(=O)CCC2=O)CC(C)O1 (stereo unspecified)	18%	15%	-1%	.	-3%	1%	15%	-9%
COc1cc(OC)cc(C(=O)NCCOc2ccccc2)c1	2%	6%	4%	26%	-2%	1%	0%	7%
COc1ccccc1NC(=S)N1CCCc2ccccc21	-10%	9%	?	-1%	-7%	-5%	.	-2%
N/C(=N\OC(=O)CN1C(=O)c2ccccc2C1=O)c1ccc(Br)cc1	4%	-6%	1%	4%	9%	12%	4%	7%
CCCCn1c(N)c(N(CC)C(=O)CCc2ccccc2)c(=O)[nH]c1=O	12%	10%	-1%	-3%	7%	4%	9%	4%
O=C(c1cc(-c2cccs2)nc2ccccc12)N1CCN(c2ccccc2)CC1	6%	4%	-2%	-17%	0%	?	-18%	-9%
O=C1c2ccccc2NC(c2ccccc2)N1c1ccc(O)cc1 (stereo unspecified)	10%	6%	-1%	1%	-4%	?	-4%	-15%
Nc1nc(CCl)nc(Nc2ccccc2)n1	4%	8%	-3%	.	1%	-5%	2%	3%
O=C(/C=C/c1ccc([N+](=O)[O-])cc1)NCCSc1ccccc1	1%	-19%	2%	-5%	-9%	3%	-4%	?
CCOC(=O)NNC(=O)C12CC3CC(CC(C3)C1)C2	-8%	-1%	-9%	16%	-9%	7%	-3%	12%
CCC(C)[C@H](NC(=O)N1CCN(c2cccc(C(F)(F)F)c2)CC1)C(=O)OC (stereo partly specified)	4%	5%	4%	-39%[inhibitor]	-5%	-8%	-2%	1%
COc1ccccc1C(=O)NCCn1ccc2ccccc21	5%	2%	4%	-13%	0%	2%	4%	-6%
CCN(C(=O)COC(=O)c1cc(S(=O)(=O)N2CCOCC2)c(Cl)cc1Cl)C1CCS(=O)(=O)C1 (stereo unspecified)	0%	-3%	12%	-1%	0%	7%	-1%	1%

The list goes on (2 carried over from the part before).
SMILES	GLA spleen mod	RGS12 GoLoco inh	GAA glycogen	SMN2 splice up	GAA inh	KDM4E inh	aGlu spleen mod	ALDH1A1 block
COc1ccccc1C(=O)NCCn1ccc2ccccc21	5%	2%	4%	-13%	0%	2%	4%	-6%
CCN(C(=O)COC(=O)c1cc(S(=O)(=O)N2CCOCC2)c(Cl)cc1Cl)C1CCS(=O)(=O)C1 (stereo unspecified)	0%	-3%	12%	-1%	0%	7%	-1%	1%
COc1ccccc1OC(=O)c1ccc(SC)cc1OC	-3%	-1%	-3%	14%	4%	-5%	-9%	1%
COc1cc(CNCCNC(=O)c2nonc2N)ccc1OCc1ccc(Cl)cc1	1%	5%	-1%	-75%[inhibitor]	?	-8%	1%	9%
Cc1cc(-c2nnc(CCC(=O)N(C)CCc3ccccc3)o2)no1	2%	-4%	8%	.	.	14%	0%	.
O=C(/C=C/c1ccco1)Oc1cc(Br)cc(/C=N/NC(=O)c2ccccc2O)c1	-2%	2%	11%	-113%[inhibitor]	-6%	25µM*	-9%	2%
CC1CN(c2ccccc2)C(=O)CS1 (stereo unspecified)	2%	0%	-3%	?	-4%	6%	-1%	15µM*
O=C(CC1(O)C(=O)N(Cc2ccccc2Cl)c2ccccc21)c1ccco1 (stereo unspecified)	5%	8%	1%	3%	1%	0%	5%	1.3µM*
CC(=O)c1cccc(NC(=O)CSc2nnc(-c3ccc(S(=O)(=O)N4CCCC4)cc3)o2)c1	-3%	-7%	13%	2%	2%	-3%	-1%	?
COC(=O)C1=C(C)NC(=O)CC1c1ccccc1F (stereo unspecified)	-2%	4%	7%	6%	-4%	0%	-4%	4%
CCOC(=O)c1ccc(NC(=S)N(CCN(C)C)Cc2cccs2)cc1	-1%	2%	-7%	3.5µM*	-2%	-3%	0%	-2%
COc1ccc(-c2[nH]ncc2C2N=C(N)Nc3nc4ccccc4n32)cc1 (stereo unspecified)	-6%	7%	13%	12%	0%	4%	-4%	19%
Nc1ccccc1SC1CC(=O)N(c2ccc3c(c2)OCO3)C1=O (stereo unspecified)	8%	8%	3%	.	.	2%	5%	.
COC(=O)c1cccc(NC2CC(=O)N(c3ccc(OC)c(OC)c3)C2=O)c1 (stereo unspecified)	4%	-41%	4%	.	-13%	?	-2%	?
CCCCc1nnc(NC(=O)C(C)Sc2nc(O)c(Cc3ccccc3)c(=O)[nH]2)s1 (stereo unspecified)	-7%	-3%	15%	1%	?	11%	0%	-3%
CC(C)(O)C1=NOC(c2ccccc2)C1 (stereo unspecified)	6%	-3%	-2%	-3%	0%	6%	2%	7%
Cc1ccc(NC(=O)CC2SCCNC2=O)cc1[N+](=O)[O-] (stereo unspecified)	2%	5%	-6%	.	-5%	0%	3%	6%
CCCOc1c(Cl)cc(C(=O)NC)cc1OC	2%	0%	11%	6%	8%	12%	4%	0%
CCOc1ccc(C(=O)NCC(=O)OCC(=O)N2C(C)CCCC2C)cc1 (stereo unspecified)	4%	-3%	17%	-4%	-5%	0%	0%	?
CCCCNC(=S)N(C)/N=C/c1ccc2c(c1)OCO2	-9%	-4%	-18%	0%	0%	-12%	-9%	-9%
Cc1ccn(CCC(=O)N2CCCC(CCC(=O)N3CCN(c4ccccn4)CC3)C2)n1 (stereo unspecified)	-4%	-7%	13%	.	2%	?	5%	?
C=CCn1c(C(CC)CC(C)(C)O)n[nH]c1=S (stereo unspecified)	-1%	-9%	-16%	0%	13%	-6%	-5%	3%
Cc1cccc(NC(=S)NC(=O)c2cccs2)n1	5%	6%	-16%	10%	1%	4%	-1%	-11%
COC(=O)c1cccc(NC(=S)N2CCN(c3ccccc3F)CC2)c1	-5%	4%	4%	.	.	-9%	-2%	-11%
O=C1CCC/C1=C\Nc1ccc(Cl)c([N+](=O)[O-])c1	7%	-3%	1%	.	.	-8%	-5%	.
Cc1ccccc1/C=N/NC(=O)CSc1nc2ccccc2o1	-2%	10%	10%	?	-7%	-2%	-2%	11%
COc1cccc(-c2cncnc2NC2CCNCC2)c1	-12%	-7%	.	.	.	.	5%	-7%

Random excerpt: 2 entries already listed.
SMILES	GLA spleen mod	RGS12 GoLoco inh	GAA glycogen	SMN2 splice up	GAA inh	KDM4E inh	aGlu spleen mod	ALDH1A1 block
CCCCC(=O)OCC(=O)c1[nH]c(C)c(C(C)=O)c1C	-1%	5%	-5%	6%	-10%	-3%	-7%	10%
CC(C)(O)C1=NOC(c2ccccc2)C1 (stereo unspecified)	6%	-3%	-2%	-3%	0%	6%	2%	7%

(continued)
SMILES	GLA spleen mod	RGS12 GoLoco inh	GAA glycogen	SMN2 splice up	GAA inh	KDM4E inh	aGlu spleen mod	ALDH1A1 block
S=C(N/N=C/c1ccc2c(c1)OCO2)NC1CC2CCC1C2 (stereo unspecified)	-6%	0%	-2%	.	-6%	-9%	-1%	?
COc1ccc2nc(C)cc(SCC(=O)NNC(=O)COc3ccc(C)cc3)c2c1	0%	10%	11%	20%	-3%	-3%	-4%	7%
CS(=O)(=O)N(CC(=O)Nc1ccccc1-c1ccccc1)c1ccccc1	2%	-5%	-7%	-6%	-4%	16%	2%	15%
COC(=O)c1ccc(C)c(NC(=O)CN(c2ccccc2)S(=O)(=O)N(C)C)c1	-2%	11%	6%	-3%	10%	11%	-1%	12%
Cc1nc2cncnc2n(-c2ccccc2)c1=O	-16%	28%	.	-6%	.	.	1%	?
COc1cccc2cc(C(=O)NNC(=O)c3ccc(Br)cc3)c(=O)oc12	0%	9%	3%	-5%	-3%	-6%	-19%	?
COc1ccc(OC)c(N=c2oc3c(OC)cccc3cc2C(=O)NCc2ccco2)c1	0%	-11%	2%	-3%	0%	-2%	2%	1%
Cc1cc(NC(=O)Cn2nc(C)c([N+](=O)[O-])c2C)no1	-3%	7%	4%	3%	5%	4%	0%	2%
O=C1CC(=C(c2ccccc2)c2ccccc2)C(=O)N1CCCCN1CCN(c2ccccc2)CC1	-6%	3%	7%	-5%	?	-7%	-7%	?
CCCN1CCN(CCCNC(=O)Cn2ncc3c4ccccc4n(C)c3c2=O)CC1	3%	1%	7%	15%	-9%	-1%	1%	?
